# Screening data: PubChem, National Center for Advancing Translational Sciences (NCATS)
# FLuc modulator = qHTS profiling assay for firefly luciferase inhibitor/activator using purifed enzyme and Km concentrations of substrates (counterscreen for miR-21 project) | AID 588342, 2011 | Luciferin 4-monooxygenase (Photinus pyralis), P08659 | Potency, µM (doses to about 57.5 µM), without a hit: at the highest dose activity change, negative = inhibition, usual class: inhibitors | purified FLuc, Km substrates, luminescence inhibition | 360,000 compounds, 6.9% hits; active = well fitted inhibition curve with a large enough effect; inconclusive = small, poorly fitted or top-dose-only effect;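 note: plate controls were vehicle for no effect and reference inhibitor for full effect; nearly all actives have a fitted effect of over 55% in size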
# Target sequence (P08659 whole entry, looked up): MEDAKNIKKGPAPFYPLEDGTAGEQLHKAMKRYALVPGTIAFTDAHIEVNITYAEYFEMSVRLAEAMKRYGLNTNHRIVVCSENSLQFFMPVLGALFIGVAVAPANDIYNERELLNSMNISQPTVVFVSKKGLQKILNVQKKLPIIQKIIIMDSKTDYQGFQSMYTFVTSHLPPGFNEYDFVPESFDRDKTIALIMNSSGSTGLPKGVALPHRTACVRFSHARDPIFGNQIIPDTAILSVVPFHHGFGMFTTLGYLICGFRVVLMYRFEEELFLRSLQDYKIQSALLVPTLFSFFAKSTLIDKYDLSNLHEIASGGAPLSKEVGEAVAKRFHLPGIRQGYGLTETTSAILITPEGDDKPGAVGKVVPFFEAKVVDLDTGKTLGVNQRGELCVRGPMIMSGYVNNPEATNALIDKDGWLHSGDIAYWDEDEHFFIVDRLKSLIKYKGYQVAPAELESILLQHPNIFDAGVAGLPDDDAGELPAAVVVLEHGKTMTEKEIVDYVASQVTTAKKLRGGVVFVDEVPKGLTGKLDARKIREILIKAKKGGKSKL
#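 Biochemical qHTS of compounds, final roughly 60 µM downward over six points, against 10 nM purified firefly luciferase using Km concentrations of substrates (10 uM D-luciferin, 10 uM ATP) in Tris acetate pH 7.5 buffer; luminescence output.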
# * marks the source's active call; other numbers are inactive results; ? = inconclusive. Potency is the fitted concentration of half-maximal effect. Not all compounds are listed; the hit share may differ from the screen's.
SMILES	FLuc modulator
CCOc1ccc(CC(=O)NCCc2csc(-c3ccc(Cl)cc3)n2)cc1	-8%
CC1=C(c2ccc(C(C)C)cc2)S(=O)(=O)N=C1N1CCC(C(=O)NCc2ccc(C)o2)CC1	0%
COC(=O)c1ccc(NC(=O)C(=O)NCCc2csc(-c3ccc(C(F)(F)F)cc3)n2)cc1	0%
O=C(Nc1cc(C(F)(F)F)ccc1Cl)c1nc2ccccc2nc1N1CCCCC1	0%
O=C(CCn1c(=O)c2sccc2n(CC(=O)Nc2ccccc2)c1=O)NCc1ccccc1Cl	3%
CCOc1ccc(NC(=O)NCc2c(-n3cccc3)sc3c2CCCC3)cc1	-15%
Cc1c(C(=O)N(C)C)sc2c1c(=O)n(-c1ccc(Cl)c(Cl)c1)c(=O)n2CC(=O)N1CCCCC1C (stereo not drawn)	-2%
Cc1ccc(Nc2sc(C(=O)c3ccc(F)cc3)c(N)c2S(=O)(=O)c2ccc(C)cc2)cc1	0%
COc1cccc(/C=C/C(=O)Nc2ccc3nc(N4CCN(C)CC4)cc(C)c3c2)c1OC	?
COc1ccc(Cl)cc1NC(=O)c1nnn(Cc2cccc(C(F)(F)F)c2)c1N	5%
CCC(=O)N1CCc2cc(S(=O)(=O)NC(C(=O)NCCc3ccccc3)C(C)C)ccc21 (stereo not drawn)	-4%
COc1ccc(Cn2c(=O)c3ccccc3n3c(-c4ccc(C)cc4)nnc23)cc1	-1%
COc1ccc(-c2cn3nc(N4CCC(C(=O)NCc5ccccc5F)CC4)sc3n2)cc1	-7%
COc1ccc(-c2nc(CN3CCC(C(=O)NCCN(CC(C)C)CC(C)C)CC3)c(C)o2)cc1OC	-5%
CCCCOc1ccc(C(=O)Nc2ccc3oc(-c4cccnc4)nc3c2)cc1	-2%
CCc1ccc(NC(=O)Cn2nc(C(F)(F)F)c3c2CCCC3)cc1	6%
Cc1cc2c(cc3c(SCc4nc(-c5ccccc5)oc4C)nnc(C)n32)o1	-2%
CCOC(=O)c1ccccc1NC(=O)N1CCN2CCCCC2C1 (stereo not drawn)	-4%
CC1=Nc2cc(C(=O)NC3CCCC3)ccc2Sc2ccc(Br)cc21	-9%
CCOC(=O)c1ccc(NC(=O)c2noc3c2CCCC3)cc1	8.5µM*
COc1cccc(N2CCN(C(=O)Cn3c(-c4cccs4)cc4ccccc43)CC2)c1	-7%
CCc1ccc(C(=O)c2cnc3ccc(C)cc3c2S(=O)(=O)c2ccc(OC)cc2)cc1	-6%
CCOc1ccccc1NC(=O)c1cc2cc3cc(C)ccc3nc2s1	2%
Cc1ccccc1CNc1nc(N(C)C)nc2c1cnn2C	4%
CCN(CCCNC(=O)c1cc(Nc2ccc(OC)cc2OC)nc2ccccc12)c1cccc(C)c1	-14%
Cc1ccc(-n2nc(C(=O)NCCc3cccc(C)c3)c3c4ccccc4n(C)c3c2=O)cc1	4%
CCCCc1nn2c(=O)cc(COC(=O)c3ccc(NC(=O)c4cccc(OC)c4)cc3)nc2s1	-4%
CCOC(=O)c1c(S(=O)(=O)N2CCC(C(=O)N3CCN(c4cc(C)ccc4C)CC3)CC2)c(C)n(C)c1C	-8%
O=C(CSc1nccn1-c1ccc(Cl)cc1)Nc1ccc(Cl)c(Cl)c1	-15%
CC1=C(C(=O)Nc2ccc(C)cc2Cl)C2(CCCCC2)OC1=O	-4%
Cc1ccc2c(c1)cc(C(=O)NCc1ccc(F)cc1)n2C	-1%
Cc1ccc(Cl)cc1NC(=O)CN1C(=O)C(C)(C)c2cc(S(=O)(=O)N3CCCCC3)ccc21	-4%
COc1cc(OC)c(OC)cc1CNc1sc2c(c1C(=O)Nc1ccccc1OC)CCC2	5%
Cn1c(SCC(=O)N2CCOCC2)ncc(C(=O)Nc2ccc(F)cc2)c1=O	-10%
CCOc1ccccc1NC(=O)c1c(NC(=O)COc2ccc(Cl)cc2)sc2c1CCCCC2	-7%
Cc1ccc(-n2ncc3c(N(CCO)Cc4ccccc4)ncnc32)cc1	11µM*
CCOc1ccc(NC(=O)CSc2oc(-c3ccco3)nc2S(=O)(=O)c2ccc(Cl)cc2)cc1	1%
Cc1c(C(=O)Nc2cc(F)ccc2F)sc2nc(-c3ccc(F)cc3)cn12	-6%
Cc1ccccc1OCC(=O)Nc1ccccc1C(=O)OCc1cc(=O)n2c(C)csc2n1	4%
CCOCCc1nn2c(=O)cc(COC(=O)c3ccccc3NC(=O)c3ccccc3F)nc2s1	2%
CN1CCN(C(CNC(=O)c2c(F)cccc2F)c2ccc3c(c2)OCO3)CC1 (stereo not drawn)	-2%
COc1ccccc1C(=O)Nc1ccccc1OCc1cc(=O)n2ccccc2n1	?
CCOc1ccc2nc(N3CCCC(C(=O)NCCCOC)C3)sc2c1 (stereo not drawn)	12µM*
COc1ccccc1N1CCN(C(c2ccccc2)c2nnc(-c3ccccc3Cl)o2)CC1 (stereo not drawn)	?
CC1=C(c2ccc(C)c(C)c2)S(=O)(=O)N=C1N1CCC(C(=O)NC(C)Cc2ccco2)CC1 (stereo not drawn)	5%
Cc1cccc(-c2nc3scc(CCNC(=O)c4ccccc4Cl)n3n2)c1	?
Cc1cccc(NC(=O)Cn2c(=O)n(Cc3ccc4c(c3)OCO4)c(=O)c3oc4ccccc4c32)c1C	4%
Cn1c(=O)c(=O)n(C)c2cc(NC(=O)c3cccc(F)c3)c(Cl)cc21	0%
Cc1ccc(C2=NN(CC(=O)NCCc3ccc(Cl)cc3)C(=O)CC2)cc1	-12%
Cc1ccc(S(=O)(=O)N(CC(=O)Nc2ccc3c(c2)OCO3)c2cc(Cl)cc(Cl)c2)cc1	-2%

# Next section.
SMILES	FLuc modulator
Cc1cccc(NC(=O)CN2C(=O)CCc3ccccc32)c1C	?
O=C(CSc1ccccc1)N1CCc2c([nH]c3ccccc23)C1c1ccc(Cl)cc1 (stereo not drawn)	0%
CCOc1cccc(C2c3[nH]c4ccccc4c3CCN2C(=O)CCc2ccccc2)c1 (stereo not drawn)	4%
O=C(NCc1ccccc1Cl)C1CCN(S(=O)(=O)c2ccc3c(c2)CCCN3C(=O)C2CCC2)CC1	-1%
CC1(C)O[C@H]2[C@@H](O1)[C@@H](C(=O)Nc1ccccc1O)O[C@@H]1OC(C)(C)O[C@@H]12	-2%
COC(=O)c1ccc(-n2c(/C=C\c3cccc(Br)c3)nc3ccccc3c2=O)cc1	-1%
CCOc1ccc(NC(=O)CSc2nc3ccsc3c(=O)n2CC)cc1	2%
Cc1ccc(C)c(Cn2c3ccccc3c3cnn(CC(=O)NC(C)c4ccccc4)c(=O)c32)c1 (stereo not drawn)	-6%
CCOC(=O)c1c(NC(=O)COc2ccc(F)cc2)sc2c1CCC(C)C2 (stereo not drawn)	-1%
CCn1ccc2cc(S(=O)(=O)N3CCC(C(=O)NCCOC)CC3)ccc21	4%

# The last 6 compounds of the section before lead into the next.
SMILES	FLuc modulator
CC1(C)O[C@H]2[C@@H](O1)[C@@H](C(=O)Nc1ccccc1O)O[C@@H]1OC(C)(C)O[C@@H]12	-2%
COC(=O)c1ccc(-n2c(/C=C\c3cccc(Br)c3)nc3ccccc3c2=O)cc1	-1%
CCOc1ccc(NC(=O)CSc2nc3ccsc3c(=O)n2CC)cc1	2%
Cc1ccc(C)c(Cn2c3ccccc3c3cnn(CC(=O)NC(C)c4ccccc4)c(=O)c32)c1 (stereo not drawn)	-6%
CCOC(=O)c1c(NC(=O)COc2ccc(F)cc2)sc2c1CCC(C)C2 (stereo not drawn)	-1%
CCn1ccc2cc(S(=O)(=O)N3CCC(C(=O)NCCOC)CC3)ccc21	4%
CCOc1ccc(OCC)c(NS(=O)(=O)c2cc(-c3onc(C)c3C)ccc2OC)c1	4%
COc1cc2ccccc2cc1C(=O)Nc1cccc(-c2nc3cc(C)c(C)cc3o2)c1C	?
COc1ccccc1C(=O)Nc1nc(-c2ccc(Br)cc2)ns1	2%
COc1ccc(-c2nc3scc(CCNC(=O)c4cccc(Br)c4)n3n2)cc1	-16%
COc1ccc(NC(=O)C2CCCN(c3ncnc4c3nc3n4CCCCC3)C2)c(OC)c1 (stereo not drawn)	-2%
COc1ccc(C)cc1NC(=O)C(Cc1ccccc1)NS(=O)(=O)c1ccc(Br)s1 (stereo not drawn)	-6%
O=C(Cn1c(=O)oc2cc(S(=O)(=O)N3CCCCCC3)ccc21)Nc1cccc(C(F)(F)F)c1	-6%
Cc1cccc(C(=O)NC(=O)Nc2ccc(-c3cc(C(F)(F)F)nn3-c3ccccc3)cc2)c1	1%
COc1ccc(C2C(=O)N(C3CCCCCC3)CC(=O)N2Cc2ccc(C)cc2)cc1OC (stereo not drawn)	6%
CCOC(=O)c1ccc(NC(=O)c2nc(SC(C)C)ncc2Cl)cc1	-11%
COc1cccc(NC(=O)c2cn(C3CCCCC3)c(=O)c3c2c2ccccc2n3C)c1	4%
COc1cc(Cl)ccc1OC(=O)c1cn(-c2ccccc2OC)c(=O)c2ccccc12	0%
COc1ccc(S(=O)(=O)NCC(c2cccs2)S(=O)(=O)c2ccccc2)cc1OC (stereo not drawn)	-3%
O=C(/C=C\c1ccccc1)NC1CC(=O)N(c2ccccc2)C1 (stereo not drawn)	1%
COc1ccc(C(=O)Nc2ccc(-c3nc4ccccc4s3)cc2C)cc1Cl	-18%
CCC(=O)Nc1cc(-c2nc3cc(C)cc(C)c3o2)ccc1C	1.7µM*
CSc1ccc(CCNC(=O)C(C)n2nc(C)c3sc4ccccc4c3c2=O)cc1 (stereo not drawn)	13µM*
Fc1ccc(-c2noc3ncnc(Nc4ccc(F)cc4F)c23)cc1	2%
Cc1ccc(S(=O)(=O)N2CCc3cc(C(=O)Nc4ccc(Cl)cc4C)ccc32)cc1	0%
Cc1ccc(S(=O)(=O)CC(=O)Nc2nc3c(C)cccc3s2)cc1	?
CC(C)OCCCNC(=O)c1ccc(-n2c(-c3ccccc3)cc3c2CCCC3)cc1	3%
O=C(c1ccc(Cl)cc1)N1CCCCC1CCN1CCOCC1 (stereo not drawn)	-6%
O=C(CC1(O)C(=O)N(CCc2ccccc2)c2ccc(Br)cc21)c1ccc(F)cc1 (stereo not drawn)	-6%
CCOC(=O)c1c(C)[nH]c(CCC(=O)Nc2ccc(OC)c(OC)c2)c1C	-6%
COc1ccc(NC(=O)c2cccn2-c2nnc(N3CCCCC3)s2)c(OC)c1	?
CCOc1ccc(-c2cc3nc(C4CCN(C(=O)OC(C)(C)C)CC4)c(C(=O)Nc4ccc(C(=O)OC)cc4)cn3n2)cc1	-8%
COc1ccc(CNC(=O)c2ccc(CSc3nc4ccncc4n3Cc3ccccc3F)cc2)cc1	-15%
CCc1ccc(NC(=O)CSC2=Nc3ccccc3C3=NC(CCC(=O)NCc4ccco4)C(=O)N23)cc1 (stereo not drawn)	1%
Cc1ccc(C(=O)c2oc3ccccc3c2NC(=O)C(C)Oc2ccccc2Cl)cc1 (stereo not drawn)	0%
COc1ccc(-c2cc(C)no2)cc1S(=O)(=O)NCc1cccs1	4%

# An excerpt from above in order of molar mass, falling:
SMILES	FLuc modulator
CCc1ccc(NC(=O)CSC2=Nc3ccccc3C3=NC(CCC(=O)NCc4ccco4)C(=O)N23)cc1 (stereo not drawn)	1%
CC(C)OCCCNC(=O)c1ccc(-n2c(-c3ccccc3)cc3c2CCCC3)cc1	3%
O=C(c1ccc(Cl)cc1)N1CCCCC1CCN1CCOCC1 (stereo not drawn)	-6%

# Additional records follow.
SMILES	FLuc modulator
Cc1cccc(CSc2nc(-c3cccs3)ccc2C#N)c1	-2%
CCN1CCN(c2ncc3c(n2)CCN(Cc2cccc(F)c2F)C3)CC1	0%
CCCN(CCC)CC(O)Cn1cc(/C=C/C(=O)c2ccc(OC)cc2)c2ccccc21 (stereo not drawn)	-19%
CCN(CC)c1ccc(C2Nc3ccccc3-c3cc(C)nn32)cc1 (stereo not drawn)	?
Cc1cccc(N2CCN(C(=O)c3cnn(-c4ccc(F)cc4F)c3C3CCN(C(=O)OC(C)(C)C)CC3)CC2)c1C	-1%
CCn1c(C(=O)N2CCCC(C(=O)N3CCN(c4cc(C)ccc4C)CC3)C2)cc2sccc21 (stereo not drawn)	-16%
Cc1ccccc1CNCc1c(C(=O)O)c(C)n(Cc2ccc(F)cc2Cl)c1C	0%
Cc1ccc(NC(=O)C2CCC(CNS(=O)(=O)c3ccc4c(c3)C(C)(C)C(=O)N4C)CC2)cc1 (stereo not drawn)	-6%
CCc1ccccc1NC(=O)Cn1ccn(-c2cc(C)cc(C)c2)c(=O)c1=O	-13%
Cc1cccc(CNC(=O)c2cnc3sc(N4CCCCC4)nn3c2=O)c1	-1%
CC(=O)N(Cc1cccnc1)c1nc2c(C)cccc2s1	-11%
CCCC(=O)N1CC(=O)Nc2ccc(Cl)cc2C1c1ccc(F)cc1 (stereo not drawn)	1%
CCOc1ccc(Br)cc1C1NC(=O)c2c(sc3c2CCN(C)C3)N1 (stereo not drawn)	1%
CCOc1ccc(CCNC(=O)c2ccc(-c3nc(CSc4ccc(C)cc4)c(C)o3)cc2)cc1	0%
Fc1ccc(C(NCCc2ccc(Cl)cc2)c2nnc(-c3ccccc3)o2)c(Cl)c1 (stereo not drawn)	2%
CCc1cccc(-n2nnc(-c3nsc(NC(=O)c4ccc(C)cc4)n3)c2C)c1	-3%
N#C/C(=C\c1ccc(-c2ccc(Br)cc2)o1)C(=O)Nc1ccccc1O	-2%
